PREPL inhibitor = inhibits the human prolyl oligopeptidase-like enzyme | Q4J6C6 | recombinant PREPL, fluorescence polarization activity-based probe | inhibition, % at 5.96 µM | actives 0.68% (n = 320,000) | AID 2751; in the data active = inhibition above about 43%;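 note: 0% = enzyme with DMSO and 100% = wells lacking enzyme; many of its hits are not listed in these tables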
pPAFAH FP inh = inhibitors of human plasma PAF acetylhydrolase (pPAFAH); inhibition, % at 3.39 µM; actives 1.5% (n = 330,000); Q13093; recombinant pPAFAH, FP-rhodamine probe fluorescence polarization;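 active = inhibition above the mean inhibition across the screen plus 3 SD, cut at about 25% in these data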;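 note: inhibitors block binding of the rhodamine activity-based probe so polarization drops; 0% = enzyme with DMSO and 100% = wells lacking pPAFAH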
Target sequence (Q13093 whole entry, looked up): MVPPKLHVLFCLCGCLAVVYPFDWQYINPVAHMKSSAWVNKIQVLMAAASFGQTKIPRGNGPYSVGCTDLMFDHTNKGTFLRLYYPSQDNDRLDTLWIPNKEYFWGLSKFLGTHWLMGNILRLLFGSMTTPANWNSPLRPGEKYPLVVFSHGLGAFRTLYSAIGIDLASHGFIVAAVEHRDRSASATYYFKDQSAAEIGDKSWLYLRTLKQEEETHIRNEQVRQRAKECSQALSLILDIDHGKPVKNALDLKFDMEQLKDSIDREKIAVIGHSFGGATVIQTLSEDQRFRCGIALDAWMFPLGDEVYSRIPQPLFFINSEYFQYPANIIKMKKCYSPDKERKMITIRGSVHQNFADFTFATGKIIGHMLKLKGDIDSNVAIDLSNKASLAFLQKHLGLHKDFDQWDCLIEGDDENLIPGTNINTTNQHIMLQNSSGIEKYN
PME-1 primary = blocks human protein phosphatase methylesterase 1 | recombinant PME-1, FP-Rh probe fluorescence polarization | inhibition, % at 5.9 µM | Q9Y570 | actives 0.53% (n = 320,000);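 active = inhibition above the campaign mean of all compounds plus 3 SD, cut at about 26% in these data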;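 note: competitive labeling of PME-1 active site by serine hydrolase directed probe; 0% = PME-1 with DMSO and 100% = wells lacking PME-1 enzyme; inhibitors block probe labeling so polarization falls and inhibition rises; many of its hits are not listed in these tables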
PAD4 inh = inhibitors of human PAD4 | inhibition, % at 6.36 µM | actives 0.41% (n = 330,000) | Q9UM07 | recombinant PAD4, RCA probe fluorescence polarization | AID 485272;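 active = percent inhibition above a cutoff equal to the mean of all tested compounds plus 3 SD, cut at about 15% in these data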;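 note: 0% = PAD4 with RCA probe and DMSO and 100% = probe without PAD4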
PAFAH1B3 FP inh = PAFAH1B3 (human) inhibition. inhibition, % at 3.39 µM. actives 0.28% (n = 340,000). Q15102. recombinant PAFAH1B3, FP-rhodamine probe, fluorescence polarization;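 active = inhibition above the screen-wide average of all tested compounds plus 3 SD, cut at about 25% in these data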;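 note: 0% = enzyme with DMSO only and 100% = wells lacking PAFAH1B3 protein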
LYPLA1 counter = LYPLA1 (human) inhibition in PME1 counter-screen | O75608 | recombinant LYPLA1, FP-Rh probe fluorescence polarization | inhibition, % at 5.9 µM | actives 0.16% (n = 320,000) | AID 2174;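 active = inhibition above the mean of all tested compounds plus 3 SD, set per campaign, cut at about 14% in these data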;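 note: inhibitors block serine hydrolase probe labeling of LYPLA1 so polarization falls; 0% = enzyme with DMSO and 100% = wells lacking LYPLA1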
PAFAH1B2 inh = blocks human PAF acetylhydrolase 1b catalytic subunit 2. recombinant PAFAH1B2, FP-rhodamine activity probe, fluorescence polarization. inhibition, % at 3.39 µM. actives 1.2% (n = 340,000). AID 492953;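 active = inhibition above the mean of all tested compounds plus 3 SD, cut at about 24% in these data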;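 note: 0% = enzyme with DMSO and 100% = wells lacking PAFAH1B2; many of its hits are not listed in these tables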
LYPLA2 inh = LYPLA2 (human) inhibition in PME1 counter-screen. AID 2177. actives 0.38% (n = 320,000). inhibition, % at 5.9 µM. O95372. recombinant LYPLA2, FP-Rh probe fluorescence polarization;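 active = inhibition above the screen-wide mean plus 3 SD, limit set per campaign, cut at about 26% in these data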;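 note: 0% = LYPLA2 with DMSO and 100% = wells lacking LYPLA2 enzyme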
Target sequence (O95372 whole entry, looked up): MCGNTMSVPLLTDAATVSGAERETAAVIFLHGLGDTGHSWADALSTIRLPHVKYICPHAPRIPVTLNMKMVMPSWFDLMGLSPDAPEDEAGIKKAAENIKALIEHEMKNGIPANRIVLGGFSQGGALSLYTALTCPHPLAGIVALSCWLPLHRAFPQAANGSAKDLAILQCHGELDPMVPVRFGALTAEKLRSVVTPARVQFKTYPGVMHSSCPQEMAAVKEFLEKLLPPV
GSTO1 counter = blocks human GSTO1 in RBBP9 counter-screen; P78417; recombinant GSTO1, activity-based probe fluorescence polarization; inhibition, % at 5.96 µM; actives 1.1% (n = 300,000); AID 1974;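 active = inhibition above the campaign mean inhibition plus 3 SD, cut at about 35% in these data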;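 note: 0% = GSTO1-1 with DMSO and 100% = wells lacking GSTO1-1 enzyme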
Target sequence (P78417 whole entry, looked up): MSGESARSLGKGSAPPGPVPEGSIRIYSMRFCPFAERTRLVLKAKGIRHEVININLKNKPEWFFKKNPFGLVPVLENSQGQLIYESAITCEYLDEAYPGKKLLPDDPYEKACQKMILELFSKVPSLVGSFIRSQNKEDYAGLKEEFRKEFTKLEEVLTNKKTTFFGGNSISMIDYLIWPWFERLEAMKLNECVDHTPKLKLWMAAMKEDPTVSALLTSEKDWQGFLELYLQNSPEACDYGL
An asterisk follows results filed as active; x = not tested or not shown. A portion of the library; rates above refer to the full screens.

SMILES	PAD4 inh	LYPLA1 counter	pPAFAH FP inh	PREPL inhibitor	LYPLA2 inh	PAFAH1B3 FP inh	PAFAH1B2 inh	PME-1 primary	GSTO1 counter
O=C(CSc1ccc2nnc(-c3ccccn3)n2n1)Nc1ccc(F)cc1F	-1	-1	5	-9	-5	6	-6	1	2
CCOc1cccc(-c2cc(C(=O)NN)[nH]n2)c1	4	-10	-5	4	-5	11	-1	-13	-6
O=C(/C=C/c1ccccc1)Oc1cccc(C(=S)N2CCOCC2)c1	-3	1	-1	24	3	2	6	4	4
C/[N+]([O-])=C\CC(=O)c1ccc(-c2ccccc2)cc1	-6	2	3	-5	0	1	3	-2	-5
CCCN(CC(=O)c1cc(C)n(C)c1C)S(=O)(=O)c1cccc(C(F)(F)F)c1	-1	-3	0	-7	0	4	-4	-2	1
COc1ccc(S(=O)(=O)N2CCOC2CNC(=O)C(=O)NCc2cccnc2)cc1C (stereo unspecified)	2	-1	0	-3	-1	3	7	-2	-2
C[C@H](CO)N1C[C@H](C)[C@@H](CN(C)C(=O)Nc2ccc3c(c2)OCO3)Oc2c(NC(=O)Nc3ccc4c(c3)OCO4)cccc2C1=O	1	x	8	14	x	11	0	x	x
COc1ccc(C2C3=C(CC(C)(C)CC3=O)Nc3c2c(=O)[nH]c(=O)n3Cc2ccccc2)cc1OC (stereo unspecified)	-5	-6	4	3	-1	4	8	-4	-7
COCCCn1c(SCc2ccc(OC)cc2)nc2cc(OC)c(OC)cc2c1=N	-2	-4	25*	29	0	12	7	13	-6
CCOC(=O)CCC(NC(=O)CC(=O)NC(CCC(=O)OCC)C(=O)OCC)C(=O)OCC (stereo unspecified)	3	0	-4	0	-3	0	5	4	9
O=C(CN1CCN(c2ccccn2)CC1)Nc1cc(C(F)(F)F)ccc1Cl	-5	54*	-1	47*	-5	6	-2	10	8
N#C/C(=C\c1cccnc1)C(=O)Nc1ccc(Cl)cc1	4	0	3	-4	-4	4	-1	3	2
C[C@H]1COC(=O)[C@@H](Cc2ccc(F)cc2)CC/C=C/C[C@H](CC(=O)N(CCO)Cc2ccccc2)C(=O)N1	3	x	1	12	x	-2	25*	x	x
COc1ccc(NC(=O)CN(C)C(=O)CNC(=O)C2CCCCC2)cc1	-5	5	-5	2	3	-3	-1	7	-3
Cc1cccnc1CN1CCN(Cc2nc(C(c3ccccc3)c3ccccc3)no2)CC1	-4	0	1	4	3	5	2	1	13

Next part.
SMILES	PAD4 inh	LYPLA1 counter	pPAFAH FP inh	PREPL inhibitor	LYPLA2 inh	PAFAH1B3 FP inh	PAFAH1B2 inh	PME-1 primary	GSTO1 counter
Cc1c(C(=O)N2CCN(C)CC2)oc2ccc(S(=O)(=O)N3CCOCC3)cc12	0	0	5	1	2	9	3	-1	-4
COc1cccc(CN2CCN(Cc3cc4ccccc4[nH]3)CC2CCO)c1 (stereo unspecified)	-4	3	-2	12	-2	1	3	-2	-3
COc1ccccc1-c1nc(C(F)(F)F)c(OC)o1	2	2	5	2	-5	0	-1	0	-4
COc1cccc(NC(=O)Nc2ccccc2SC)c1	-2	-7	6	-4	-3	3	1	-3	0
CN(C)CCCNC(=O)/C(=C/c1ccc(-c2ccc([N+](=O)[O-])cc2)o1)NC(=O)c1ccccc1	-6	-1	0	22	-2	7	6	5	8
CCOC(=O)N1CCC(NC(=O)c2ccc(CS(=O)(=O)c3ccc(OC)cc3)o2)CC1	-4	-2	9	-3	-13	3	-2	-26	3
COc1ccccc1N1CCN(S(=O)(=O)c2ccc(Cl)s2)CC1	0	3	0	13	-1	-5	7	3	3
O=C(Nc1nnc(C2CC2)s1)c1ccc(Cl)nc1	-2	-5	2	1	-3	-3	3	-4	x
Cc1cc(OC(C)C(N)=O)nc(-c2ccccc2)n1 (stereo unspecified)	0	-1	2	10	2	4	1	4	3
OCCCn1c(C2CCCN2c2nc(-c3ccc(F)cc3)cs2)nc2cc(C(F)(F)F)ccc21 (stereo unspecified)	4	1	7	-2	-2	10	10	-4	-2
CCN(CCCC(=O)c1ccc(F)cc1)CCc1ccccc1	-7	2	4	-47	2	8	1	-2	0
O=C(CSc1nnc(Cc2ccc(Cl)cc2)o1)Nc1ccccc1	7	-2	2	-9	2	5	15	3	7
COCCCNc1ncnc2sc3c(c12)CCC(C)C3 (stereo unspecified)	-5	-2	15	5	0	1	1	2	-4
COc1ccc(C2CC(=O)C(C=NCCN3CCN(C(=S)Nc4ccccc4)CC3)=C(O)C2)cc1 (stereo unspecified)	1	0	2	5	4	3	1	-1	-2
Cc1cc(C)nc(NS(=O)(=O)c2ccc(NC(=S)NC(=O)C(C)C)cc2)n1	-2	0	1	-2	9	4	6	-4	1

Remaining list, next part:
SMILES	PAD4 inh	LYPLA1 counter	pPAFAH FP inh	PREPL inhibitor	LYPLA2 inh	PAFAH1B3 FP inh	PAFAH1B2 inh	PME-1 primary	GSTO1 counter
COc1cccc(C(c2sc3ncnn3c2O)N2CCc3ccccc3C2)c1 (stereo unspecified)	5	0	1	-14	0	10	11	-1	8
COc1ccc(OC)c(NC(=O)CSc2nnc(C)n2Cc2ccccc2)c1	0	1	5	8	4	2	2	9	5
CCOCCn1c(N2CCN(c3ccccc3)CC2)nc2c1c(=O)n(C)c(=O)n2C	-2	1	-9	17	-2	-2	7	3	5
CCc1ccc(N(CC(=O)NC)S(C)(=O)=O)cc1	-1	-3	4	2	-5	9	6	1	3
CC(C)Oc1ccc(C2CC(=O)N(c3cccc(C(=O)O)c3)C2=O)cc1 (stereo unspecified)	-2	-1	-1	0	6	1	2	1	-7
Cc1ccc(-n2nc(C(=O)N3CCOCC3)cc2-c2ccc(Cl)cc2)cc1	-10	2	7	-13	-3	1	5	4	0
COc1ccccc1/C=C/c1nc2ccccc2c(=O)o1	0	2	-2	4	0	1	1	-2	-26
Cc1ccc2ncnc(Nc3ccc(C)c(C)c3)c2c1	-1	-5	-2	12	-1	2	1	0	-5
CCN(c1ccccc1)S(=O)(=O)c1nnc(NC(=O)C(C)C)s1	-2	-1	-1	-3	-2	12	7	4	-4
CS(=O)(=O)N(CC(=O)N1CCOCC1)c1ccccc1	-2	1	2	4	5	-6	6	6	1
CCOC(=O)c1nonc1NC(C)=O	3	2	-4	2	-1	-8	5	1	2
O=C(NCCS(=O)(=O)N1CCN(c2ccccc2F)CC1)c1cccc(Br)c1	0	0	3	-32	4	3	-7	5	2
COc1ccccc1NC(=S)NC1CCCC1	-3	1	4	10	2	10	2	1	11
COC(=O)c1nc2cc(C)ccn2c1F	3	-3	-1	-1	0	0	6	0	5
CCOC(=O)N1CCN(C(=O)c2cnc(Nc3ccccc3OC)c3ccccc23)CC1	0	1	-2	-4	6	3	-2	3	2

Next part.
SMILES	PAD4 inh	LYPLA1 counter	pPAFAH FP inh	PREPL inhibitor	LYPLA2 inh	PAFAH1B3 FP inh	PAFAH1B2 inh	PME-1 primary	GSTO1 counter
COc1ccccc1O	-1	-4	0	-1	-3	3	5	-1	7
C=COCCNC(=O)C(=O)NC(C)C	3	-1	3	22	6	1	0	-2	-3
O=CN1CC(=O)N(c2ccccc2)c2c([nH]c3ccccc23)C1	-11	0	2	1	4	7	4	1	7
COc1cccc(N=CC2=C(O)CCCC2=O)c1	-5	-1	0	3	-6	4	8	-1	1
CCN1CCN(C(=O)CCN2C(=O)c3ccccc3C2=O)CC1	1	1	-1	10	0	3	1	-5	2
CCCCOCCCNC(=O)/C=C/c1ccccc1Cl	2	-2	6	14	-1	3	-1	1	-6
FC(F)(F)c1cccc(N2CCN(Cc3cccnc3)CC2)c1	-5	5	1	4	18	6	-4	6	-2
COc1cc(S(=O)(=O)N2CCN(C)CC2)c(OC)cc1Br	-5	1	4	4	8	10	1	-7	-1
Cc1cc(=O)[nH]c(SCc2cc(Cl)ccc2OC(F)F)n1	-4	0	5	0	-2	3	26*	0	0
O=C(Nn1cnc2ccccc2c1=O)c1cccc(Cl)c1	2	0	1	-6	14	12	3	6	-1
O=C(/C=C/c1ccccc1)Oc1cccc2cccnc12	0	2	2	29	3	2	4	6	13
Cc1ccc(CCN2CC(C(=O)NCCCN3CCOCC3)CC2=O)cc1 (stereo unspecified)	0	-4	-4	-2	-12	0	9	-7	7
CN(C)c1ccc(/C=N/N(CCO)C2=NS(=O)(=O)c3ccccc32)cc1	-127	-88	-39	-85	-173	-64	-49	-138	-68
Cc1ccc(C(=O)Nc2cc3ccccc3oc2=O)cc1	-3	4	-1	-4	-8	2	4	3	3
Cc1noc(C)c1C(=O)Nc1nnc(-c2ccccc2)s1	-4	0	1	6	1	-7	0	0	-19

The listing continues.
SMILES	PAD4 inh	LYPLA1 counter	pPAFAH FP inh	PREPL inhibitor	LYPLA2 inh	PAFAH1B3 FP inh	PAFAH1B2 inh	PME-1 primary	GSTO1 counter
Cc1cc(C)n(C(C[N+](=O)[O-])c2ccc(Cl)cc2)n1 (stereo unspecified)	1	-3	6	0	-2	2	22	-13	-1
C=CC(=O)NCCCc1cc(C(C)(C)C)c(O)c(C(C)(C)C)c1	-7	-3	0	3	0	-5	-1	-1	-1
CNC(=O)c1[nH]nc2c1CCc1ccccc1-2	1	5	3	2	3	2	6	0	10
CCN(c1ccc(OC)cc1)S(=O)(=O)N1CCCC(C(=O)NCc2cccc(C)c2)C1 (stereo unspecified)	0	-2	2	6	0	1	10	0	10
CC(C)(C)N1C(=O)[C@H]2[C@@H](c3ccc(Br)cc3)N3C(=O)N(c4ccccc4)C(=O)[C@@]3(C)[C@H]2C1=O	-3	-3	2	4	-4	11	9	2	7
CCOc1ccc(N2CC(C(=O)N3CCCC3)CC2=O)cc1 (stereo unspecified)	2	1	5	6	9	0	4	-4	6
O=C(Cn1nnc(-c2ccccc2F)n1)NCc1ccco1	-2	4	7	15	6	-3	3	3	6
Cc1ccccc1-n1c(C)nnc1SCC(=O)N(C)C1CCS(=O)(=O)C1 (stereo unspecified)	-3	1	-1	-1	7	6	3	-5	8
Cc1sc2ncnc(N3CCN(C(=O)c4ccco4)CC3)c2c1C	1	1	1	14	3	16	8	-6	-1
COc1ccccc1C(=O)O/N=C(\N)c1ccccn1	1	-6	3	1	-1	4	4	0	5
CN(C)CCNC(=O)C1CC(=O)N(c2ccc(F)c(Cl)c2)C1 (stereo unspecified)	-1	3	2	-11	0	8	1	0	0
CCOC(=O)c1csc(COc2ccc(OC)cc2)n1	0	1	6	4	7	-1	3	-5	-3
C/C(=N\N1CCN(c2ccccc2)CC1)c1ccco1	-1	-4	4	10	4	0	3	-3	-4
COc1cccc(-c2nn(-c3ccccc3)cc2CN(C)C(C)c2ccon2)c1 (stereo unspecified)	-3	-4	4	-4	0	1	0	-9	5
C[C@H](NC(=O)N1CCn2c1nc1ccccc12)C(=O)NC1CCCCC1	1	-3	3	17	-2	-1	3	-1	-2

(continued)
SMILES	PAD4 inh	LYPLA1 counter	pPAFAH FP inh	PREPL inhibitor	LYPLA2 inh	PAFAH1B3 FP inh	PAFAH1B2 inh	PME-1 primary	GSTO1 counter
O=C(COc1ccccc1Cl)Nc1ccc(N2CCCC2)cc1	-7	33*	58*	11	27*	3	-2	1	14
Cc1cc(C)cc(NC(N)=S)c1	2	0	3	0	2	2	-1	-8	3
O=C1C(C=Nc2ccccc2O)=C(O)c2ccccc21	-8	-4	2	17	-2	-8	2	-33	6
Clc1ccc(OCCCc2nc(-c3cccnc3)no2)c(Cl)c1	3	-2	-2	-18	5	14	3	3	-4
CCCC(=O)C1=C(O)C(C(=O)OC)C(C)(C)CC1=Nc1ccc(Br)cc1 (stereo unspecified)	-2	2	5	9	2	5	10	-1	2

From PubChem
